Assay outcomes from PubChem BioAssay.
EphB4 ephrin blk: antagonists of human EphB4-ephrin-B2 interaction; P54760; EphB4 LBD / TNYL-RAW-Alexa532 peptide, fluorescence polarization; inhibition, % at 7 µM; actives 0.15% (n = 97,000); AID 720;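 active = inhibition above the screen-wide mean inhibition plus 3 SD, cut at about 15% in these data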;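 also: 0% = DMSO wells and 100% = excess unlabeled TNYL-RAW peptide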
Rev-RRE block: HIV Rev-RRE protein-RNA interaction inhibition. P05866. Rev peptide-RRE RNA binding, FRET. inhibition, % at 8 µM. actives 0.79% (n = 97,000);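 active = inhibition above the screen-wide mean plus 3 SD, cut at about 35% in these data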;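 also: 0% = median DMSO wells and 100% = median Neomycin B control wells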
Target sequence (P05866 whole entry, looked up): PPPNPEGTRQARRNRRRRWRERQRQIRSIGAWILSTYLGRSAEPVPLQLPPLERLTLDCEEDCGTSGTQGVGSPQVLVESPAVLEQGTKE
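Test system: Cy5-tagged RRE RNA duplex with fluorescein-tagged Rev peptide; Probe or stimulus: labelled Rev peptide; Schedule: 5 min preincubation and 15 min binding, 25 °C; Signal: FRET fluorescence readout; Evaluation: % inhibition from 671/540 nm acceptor-to-donor ratio, scaled between controls; Control set: DMSO and neomycin B.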
PLK1 PBD inh: blocks phosphopeptide binding to human Plk1 polo box domain | actives 0.13% (n = 97,000) | inhibition, %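 (tested at about 20 µM)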 | Plk1 PBD phosphopeptide binding, fluorescence polarization; in the data active = inhibition above about 34%, passing the limit was not always enough
cytoskel mod: cytoskeleton assembly modification | HUVEC TNFa F-actin phalloidin imaging, high content | actives 0.18% (n = 91,000) | inhibition, % at 2 µM;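 active = inhibition above the batch mean plus 3 SD and confirmed as a hit by visual image inspection, cut at about 30% in these data, passing the limit was not always enough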; also: strong numbers were not always called active
PTPN22 inh 2: blocks human PTPN22 phosphatase activity; recombinant LYP catalytic domain, DiFMUP fluorescence; inhibition, % at 2 µM; Q9Y2R2; actives 0.21% (n = 96,000); AID 640;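 active = inhibition at 2 µM at or above a set limit, the screen mean plus 3 SD, cut at about 24% in these data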;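 also: 0% = DMSO with enzyme and 100% = enzyme fully blocked by orthovanadate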
Target sequence (Q9Y2R2 whole entry, looked up, the tested form may be a part): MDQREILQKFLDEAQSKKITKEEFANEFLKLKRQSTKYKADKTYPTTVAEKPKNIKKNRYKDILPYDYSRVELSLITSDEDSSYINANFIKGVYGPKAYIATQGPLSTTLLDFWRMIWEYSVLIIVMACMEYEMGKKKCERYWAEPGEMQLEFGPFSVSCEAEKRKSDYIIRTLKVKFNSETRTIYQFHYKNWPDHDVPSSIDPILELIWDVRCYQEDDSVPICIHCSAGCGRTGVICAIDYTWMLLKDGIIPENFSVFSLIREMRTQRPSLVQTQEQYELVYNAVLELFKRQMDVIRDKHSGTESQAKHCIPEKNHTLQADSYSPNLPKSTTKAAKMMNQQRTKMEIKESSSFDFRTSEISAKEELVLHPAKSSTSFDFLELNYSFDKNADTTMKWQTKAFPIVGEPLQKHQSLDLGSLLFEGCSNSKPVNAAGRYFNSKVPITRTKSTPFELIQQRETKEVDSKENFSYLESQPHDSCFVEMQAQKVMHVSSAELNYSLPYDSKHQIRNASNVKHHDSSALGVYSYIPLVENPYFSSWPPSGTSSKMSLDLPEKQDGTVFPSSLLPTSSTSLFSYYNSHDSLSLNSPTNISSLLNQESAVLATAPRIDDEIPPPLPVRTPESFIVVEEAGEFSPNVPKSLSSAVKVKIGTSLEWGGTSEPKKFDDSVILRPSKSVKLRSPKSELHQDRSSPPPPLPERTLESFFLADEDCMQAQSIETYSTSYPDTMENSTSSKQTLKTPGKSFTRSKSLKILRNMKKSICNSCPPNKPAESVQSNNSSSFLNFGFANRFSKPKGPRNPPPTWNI
PTPN22 act: increases human PTPN22 phosphatase activity. activation, % at 2 µM. Q9Y2R2. AID 697. actives 0.11% (n = 96,000). recombinant LYP, DiFMUP fluorescence; 0 = plate median, 100 = signal doubled;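 active = activation at 2 µM above a set limit, the mean plus 5 SD, cut at about 37% in these data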
Pyk2 oligo antag: Pyk2 (human) oligomerization antagonism; Q14289; z-score (the deposit names both 25 µM and 10 µM); actives 0.83% (n = 99,000); Q293 cells, Pyk2 FERM NanoBiT luminescence; stronger effect = lower value;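 active = Z-score of -3 or lower, scaled per plate to the spread of control and sample wells; inactive = z-score above -3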;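 also: negative z-score means lost luminescence so less FERM oligomerization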
FAK blocker: blocks human focal adhesion kinase activity; AID 727; inhibition, %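 (tested at 7 µM)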; actives 0.84% (n = 97,000); biochemical FAK kinase activity assay; in the data active = inhibition above about 19%;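 also: 0% = DMSO and 100% = reference compound high control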
PLK1 inh: PLK1 (human) kinase inhibition; actives 0.53% (n = 97,000); recombinant PLK1 kinase, TR-FRET peptide phosphorylation; inhibition, % at 10 µM; P53350;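 active = inhibition of 50% or more in the single-concentration screen; inactive = inhibition below 50%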;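 also: 0% = DMSO max control and 100% = H-89 dihydrochloride min control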
* = called active by the depositor.

Start of the data: the first six compounds as a preview:
For O=C1CCc2cc(S(=O)(=O)N3CCN(C(=O)c4ccco4)CC3)ccc2N1 the results were EphB4 ephrin blk 1, Rev-RRE block 5, PLK1 PBD inh 6, cytoskel mod -34, PTPN22 inh 2 -2, PTPN22 act 1, Pyk2 oligo antag 2.2, FAK blocker 4 and PLK1 inh -4.
Screening CCOC(=O)CSc1nnc(-c2ccncc2)o1 returned EphB4 ephrin blk -3, Rev-RRE block 5, PLK1 PBD inh 8, cytoskel mod -11, PTPN22 inh 2 -1, PTPN22 act 5, Pyk2 oligo antag 0.93, FAK blocker -1 and PLK1 inh 8.
Brc1ccc(-c2cn3nc4c(nc3n2)CCCC4)cc1 was read as EphB4 ephrin blk 5, Rev-RRE block 25, PLK1 PBD inh -18, PTPN22 inh 2 6, PTPN22 act -4, Pyk2 oligo antag 1.6, FAK blocker 6 and PLK1 inh -3.
Screening O=C(OCC(=O)N1CCN(c2ccccc2)CC1)c1ccccn1 returned EphB4 ephrin blk 5, Rev-RRE block 3, PLK1 PBD inh 6, cytoskel mod 34, PTPN22 inh 2 7, PTPN22 act -7, Pyk2 oligo antag -0.14, FAK blocker 0 and PLK1 inh 0.
Screening CC1(C)CC(=O)c2cc(C(=O)Nn3cnnc3)c(=O)n(-c3ccccc3)c2C1 returned EphB4 ephrin blk -9, Rev-RRE block 4, PLK1 PBD inh -33, cytoskel mod 2, PTPN22 inh 2 -5, PTPN22 act 2, Pyk2 oligo antag 0.93, FAK blocker -2 and PLK1 inh -5.
Screening CC(C)(C)NC(=O)NC(=O)COC(=O)C1=COCCO1 returned EphB4 ephrin blk -10, Rev-RRE block -6, PLK1 PBD inh 11, cytoskel mod -2, PTPN22 inh 2 -2, PTPN22 act 1, Pyk2 oligo antag 0.51, FAK blocker 0 and PLK1 inh -5.

The listing, previewed entries included:
For O=C1CCc2cc(S(=O)(=O)N3CCN(C(=O)c4ccco4)CC3)ccc2N1 the results were EphB4 ephrin blk 1, Rev-RRE block 5, PLK1 PBD inh 6, cytoskel mod -34, PTPN22 inh 2 -2, PTPN22 act 1, Pyk2 oligo antag 2.2, FAK blocker 4 and PLK1 inh -4.
Screening CCOC(=O)CSc1nnc(-c2ccncc2)o1 returned EphB4 ephrin blk -3, Rev-RRE block 5, PLK1 PBD inh 8, cytoskel mod -11, PTPN22 inh 2 -1, PTPN22 act 5, Pyk2 oligo antag 0.93, FAK blocker -1 and PLK1 inh 8.
Brc1ccc(-c2cn3nc4c(nc3n2)CCCC4)cc1 was read as EphB4 ephrin blk 5, Rev-RRE block 25, PLK1 PBD inh -18, PTPN22 inh 2 6, PTPN22 act -4, Pyk2 oligo antag 1.6, FAK blocker 6 and PLK1 inh -3.
Screening O=C(OCC(=O)N1CCN(c2ccccc2)CC1)c1ccccn1 returned EphB4 ephrin blk 5, Rev-RRE block 3, PLK1 PBD inh 6, cytoskel mod 34, PTPN22 inh 2 7, PTPN22 act -7, Pyk2 oligo antag -0.14, FAK blocker 0 and PLK1 inh 0.
Screening CC1(C)CC(=O)c2cc(C(=O)Nn3cnnc3)c(=O)n(-c3ccccc3)c2C1 returned EphB4 ephrin blk -9, Rev-RRE block 4, PLK1 PBD inh -33, cytoskel mod 2, PTPN22 inh 2 -5, PTPN22 act 2, Pyk2 oligo antag 0.93, FAK blocker -2 and PLK1 inh -5.
Screening CC(C)(C)NC(=O)NC(=O)COC(=O)C1=COCCO1 returned EphB4 ephrin blk -10, Rev-RRE block -6, PLK1 PBD inh 11, cytoskel mod -2, PTPN22 inh 2 -2, PTPN22 act 1, Pyk2 oligo antag 0.51, FAK blocker 0 and PLK1 inh -5.
Screening CCC(=O)NNc1cccc(Cl)n1 returned EphB4 ephrin blk -5, Rev-RRE block -2, PLK1 PBD inh 9, cytoskel mod -13, PTPN22 inh 2 2, PTPN22 act 1, Pyk2 oligo antag 0.53, FAK blocker -8 and PLK1 inh -8.
COc1ccc(NC(=O)C2CCN(S(=O)(=O)c3ccc(C)cc3)CC2)cc1OC was read as EphB4 ephrin blk 1, Rev-RRE block 5, PLK1 PBD inh -8, cytoskel mod 15, PTPN22 inh 2 1, PTPN22 act -2, Pyk2 oligo antag 0.11, FAK blocker -3 and PLK1 inh -3.
Nc1ncnc2nc(SCC(=O)N3CCN(c4ccccc4)CC3)[nH]c12 was read as EphB4 ephrin blk 12, Rev-RRE block 10, PLK1 PBD inh 2, cytoskel mod -13, PTPN22 inh 2 2, PTPN22 act 1, Pyk2 oligo antag -0.09, FAK blocker 4 and PLK1 inh 8.
For COc1ccccc1S(=O)(=O)Cc1ccc(C(=O)NCCN(C)C)o1 the results were EphB4 ephrin blk 10, Rev-RRE block 2, PLK1 PBD inh -12, cytoskel mod 22, PTPN22 inh 2 -1, PTPN22 act -2, FAK blocker -4 and PLK1 inh -11.
Screening CCN(CC)S(=O)(=O)c1cccc(C(=O)N[C@H](C(=O)NCc2ccccc2F)C(C)C)c1 returned EphB4 ephrin blk 6, Rev-RRE block 10, PLK1 PBD inh -23, cytoskel mod -12, PTPN22 inh 2 4, PTPN22 act -6, Pyk2 oligo antag 1.3, FAK blocker 0 and PLK1 inh -4.
COc1ccc(CC2CCOC2=O)cc1 (stereo not given) was read as EphB4 ephrin blk -7, Rev-RRE block 5, PLK1 PBD inh 25, PTPN22 inh 2 -15, PTPN22 act 14, Pyk2 oligo antag 1, FAK blocker -3 and PLK1 inh -8.
`Cn1c(-c2ccc(F)cc2)cnc1NCc1ccc(C#N)cc1` gave EphB4 ephrin blk -5, Rev-RRE block 2, PLK1 PBD inh 0, cytoskel mod 6, PTPN22 inh 2 8, PTPN22 act -11, Pyk2 oligo antag 0.05, FAK blocker -8 and PLK1 inh 1.
O=C(c1cc(-c2ccccc2)nc2ccccc12)N1N=C(C(F)F)CC1(O)C(F)F (stereo not given) was read as EphB4 ephrin blk 0, Rev-RRE block -20, PLK1 PBD inh 22, cytoskel mod 17, PTPN22 inh 2 -7, PTPN22 act 4, Pyk2 oligo antag -1.6, FAK blocker 0 and PLK1 inh -10.
`Clc1ccc(Oc2nc3ccccc3n3cccc23)cc1` gave EphB4 ephrin blk 1, Rev-RRE block 4, PLK1 PBD inh -15, cytoskel mod 0, PTPN22 inh 2 9, PTPN22 act -5, Pyk2 oligo antag 0.58, FAK blocker 3 and PLK1 inh -7.
Screening CSc1nc(C)c(CCOCc2ccccc2)c(=O)[nH]1 returned EphB4 ephrin blk 1, Rev-RRE block 0, PLK1 PBD inh -2, Pyk2 oligo antag -0.65, FAK blocker 1 and PLK1 inh -6.
CCOC(=O)c1ccccc1NC(=O)c1cccs1 was read as EphB4 ephrin blk 6, Rev-RRE block 7, PLK1 PBD inh 12, cytoskel mod 0, PTPN22 inh 2 3, PTPN22 act -6, Pyk2 oligo antag -0.52, FAK blocker 0 and PLK1 inh -8.
`CN(C)c1cc[nH]c(=O)c1C#N` gave EphB4 ephrin blk 2, Rev-RRE block 4, PLK1 PBD inh -11, cytoskel mod -16, PTPN22 inh 2 -7, PTPN22 act 8, Pyk2 oligo antag 1.1, FAK blocker -2 and PLK1 inh -3.
O=C(c1nc(-c2ccccc2)n(-c2ccccc2)n1)N1CCCCCC1 was read as EphB4 ephrin blk -4, Rev-RRE block 4, PLK1 PBD inh 28, cytoskel mod -41, PTPN22 inh 2 1, PTPN22 act -4, Pyk2 oligo antag -0.76, FAK blocker -3 and PLK1 inh 3.
Screening CCc1ccc2c(CN(CC)Cc3nc4ccccc4c(=O)[nH]3)cc(=O)oc2c1 returned EphB4 ephrin blk 5, Rev-RRE block 9, PLK1 PBD inh 9, cytoskel mod 11, PTPN22 inh 2 8, PTPN22 act -6, Pyk2 oligo antag 0.18, FAK blocker -3 and PLK1 inh -6.
Screening CN1C(=O)OC2(C)CCc3ccccc3C12C (stereo not given) returned EphB4 ephrin blk -5, Rev-RRE block 3, PLK1 PBD inh 18, cytoskel mod -2, PTPN22 inh 2 5, PTPN22 act -4, Pyk2 oligo antag 0.78, FAK blocker 3 and PLK1 inh -13.
Screening COc1ccccc1NC1SC(=O)N(c2ccccc2)C1=O (stereo not given) returned EphB4 ephrin blk 6, Rev-RRE block 8, PLK1 PBD inh -20, cytoskel mod 13, PTPN22 inh 2 -28, PTPN22 act 26, Pyk2 oligo antag 0.32, FAK blocker 3 and PLK1 inh -2.
For O=C(CN1C(=O)C2C3C=CC(C3)C2C1=O)NCc1ccc2c(c1)OCO2 (stereo not given) the results were EphB4 ephrin blk 3, Rev-RRE block 5, PLK1 PBD inh -9, cytoskel mod 6, PTPN22 inh 2 -8, PTPN22 act 5, Pyk2 oligo antag 1.4, FAK blocker 2 and PLK1 inh -10.
Screening O=C(CN1C(=O)c2ccccc2C1=O)OCN1C(=O)c2ccccc2C1=O returned EphB4 ephrin blk 4, Rev-RRE block 5, PLK1 PBD inh 25, cytoskel mod -19, PTPN22 inh 2 10, PTPN22 act -7, FAK blocker 7 and PLK1 inh -16.
`COc1ccccc1-n1cnc2cc(C(=O)NC3CCCC3)ccc21` gave EphB4 ephrin blk -7, Rev-RRE block -1, PLK1 PBD inh 10, cytoskel mod -14, PTPN22 inh 2 -4, PTPN22 act 1, Pyk2 oligo antag -0.5, FAK blocker 1 and PLK1 inh -4.
`CCc1nnc(NC(=O)CSc2nnc(COc3ccc(C)cc3)n2-c2ccccc2)s1` gave EphB4 ephrin blk 5, Rev-RRE block 5, PLK1 PBD inh -5, cytoskel mod -2, PTPN22 inh 2 -5, PTPN22 act 2, Pyk2 oligo antag -0.9, FAK blocker 0 and PLK1 inh -1.
For COc1ccc(OCc2cccc(C(=O)Nn3cc([N+](=O)[O-])cn3)c2)cc1 the results were EphB4 ephrin blk 0, Rev-RRE block -3, PLK1 PBD inh -15, cytoskel mod 8, PTPN22 inh 2 -11, PTPN22 act 10, Pyk2 oligo antag -0.48, FAK blocker -4 and PLK1 inh -9.
CCOc1cc(CNCCc2ccc(S(N)(=O)=O)cc2)ccc1OCC(=O)NC1CCCCC1 was read as EphB4 ephrin blk -5, Rev-RRE block 7, PLK1 PBD inh 22, cytoskel mod 17, PTPN22 inh 2 -4, PTPN22 act 4, Pyk2 oligo antag 0.2, FAK blocker 0 and PLK1 inh -15.
`O=C(CN1C(=O)c2ccccc2S1(=O)=O)NCCC1=CCCCC1` gave EphB4 ephrin blk 4, Rev-RRE block 2, PLK1 PBD inh -4, cytoskel mod -9, PTPN22 inh 2 8, PTPN22 act -8, Pyk2 oligo antag -0.45, FAK blocker 1 and PLK1 inh -3.
`COc1ccccc1-c1cc(C(=O)N2CCN(c3ccccc3OC)CC2)no1` gave EphB4 ephrin blk 0, Rev-RRE block 1, PLK1 PBD inh 14, cytoskel mod -2, PTPN22 inh 2 5, PTPN22 act -5, Pyk2 oligo antag -2.9, FAK blocker 1 and PLK1 inh -2.
Screening O=C(NCc1ccccc1)c1ccc(CS(=O)(=O)c2ccccc2)o1 returned EphB4 ephrin blk 4, Rev-RRE block 3, PLK1 PBD inh 9, cytoskel mod 14, PTPN22 inh 2 6, PTPN22 act -3, Pyk2 oligo antag 0.21, FAK blocker -1 and PLK1 inh -11.
For CCC(C)(NC(=O)c1ccccn1)C(=O)NC1CCCCC1 (stereo not given) the results were EphB4 ephrin blk -6, Rev-RRE block -2, PLK1 PBD inh 18, PTPN22 inh 2 -1, PTPN22 act 0, Pyk2 oligo antag -0.35, FAK blocker -6 and PLK1 inh -12.
